# Measles CPE = protection of cells from measles virus | Measles virus-infected cells, CPE protection, absorbance | protection (pct of control), % at 4 µM | 140,000 compounds, 1.5% hits | AID 841; in the data active = protection mostly above about 24%, no sharp cut-off; inactive = mostly below about 26%; note: some compounds called inactive have numbers as strong as hits
# BB579 growth dn = chemicals that inhibit yeast BB579 growth in restrictive medium (lifespan-shortening candidates); S. cerevisiae BB579 growth, OD615, 48 h; inhibition, % at 10 µM; 140,000 compounds, 0.51% hits;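 active = inhibition above a set limit, 3 SD over the mean compound inhibition, cut at about 44% in these data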; note: inactives centre near -24
#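 Test system: DeaD yeast strain BB579 / Buffer or medium: restrictive glucose-based CSMM-D medium / Doses: single 10 µM dose / Schedule: 4 h cell preincubation, 48 h compound exposure, 30 °C humidified / Technique: culture absorbance at 615 nm / Controls: amphotericin B positive control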
# MRP-1 activ = activates MRP-1. H69AR cells + doxorubicin, viability rescue, CellTiter-Glo. viability increase, % at 10 µM. 140,000 compounds, 0.61% hits;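 active = viability gain under doxorubicin at or above a set limit, the compound median plus 3 SD, cut at about 4.7% in these data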;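 note: MRP-1 overexpressing cells given doxorubicin 25 µM after compound pretreatment; 18-22 h compound pretreatment then 72 h with doxorubicin before readout; 0% = doxorubicin-only wells and 100% = vehicle-treated cells without doxorubicin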
# HCT116 bCat-KO = beta-catenin-lacking colon tumor cell growth suppression. 140,000 compounds, 1.5% hits. AID 818. HCT116 beta-catenin knockout viability, CellTiter-Glo, 60 h; hits give low values. viability, % at 10 µM;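 active = viability at or under a set limit, the compound median less 4 SD, cut at about 6% in these data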;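 note: 0% = Hyamine 1622 control at 20 µM and 100% = untreated cell control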
# GALR2 blocker = antagonists of human galanin receptor 2 (GALR2). O43603. GALR2-expressing cells, antagonist mode. inhibition, % at 4 µM. 140,000 compounds, 0.39% hits. AID 828; in the data active = inhibition above about 27%;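 note: cells stimulated with galanin 1-16 at roughly its EC80; 0% = agonist challenge control and 100% = basal control without agonist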
# Target sequence (O43603 whole entry, looked up): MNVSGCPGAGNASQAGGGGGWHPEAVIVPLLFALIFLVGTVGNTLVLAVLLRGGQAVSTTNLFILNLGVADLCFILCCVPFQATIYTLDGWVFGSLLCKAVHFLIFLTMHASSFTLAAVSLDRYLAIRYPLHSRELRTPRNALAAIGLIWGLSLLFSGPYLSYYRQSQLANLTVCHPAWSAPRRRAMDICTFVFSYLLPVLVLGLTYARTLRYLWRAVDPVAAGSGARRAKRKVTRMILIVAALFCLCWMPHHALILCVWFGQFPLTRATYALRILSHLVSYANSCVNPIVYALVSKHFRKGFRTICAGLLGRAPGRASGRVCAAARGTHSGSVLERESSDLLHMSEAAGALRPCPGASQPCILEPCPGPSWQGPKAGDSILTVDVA
# Phagocytosis inh = inhibitors of macrophage phagocytosis. J774A.1 macrophage IgG-bead phagocytosis, imaging. inhibition, % at 5 µM. 110,000 compounds, 0.07% hits. AID 1029;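 active = inhibition above the mean of the plate negative controls plus 5 SD, cut at about 13% in these data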;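 note: phagocytic index as fraction of beads internalized from green versus red external bead signal; plate controls were DMSO negative control for no effect and cytochalasin-D positive control for full effect; some results beyond the cut were filed as inactive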
# NPY Y2 blocker = antagonists of human neuropeptide Y receptor Y2; NPY-Y2 expressing cells, antagonist mode; inhibition, % at 2.7 µM; 140,000 compounds, 0.99% hits; AID 793; in the data active = inhibition above about 17%;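 note: 0% = vehicle with agonist challenge and 100% = reference antagonist with challenge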
# Target sequence (P49146 whole entry, looked up): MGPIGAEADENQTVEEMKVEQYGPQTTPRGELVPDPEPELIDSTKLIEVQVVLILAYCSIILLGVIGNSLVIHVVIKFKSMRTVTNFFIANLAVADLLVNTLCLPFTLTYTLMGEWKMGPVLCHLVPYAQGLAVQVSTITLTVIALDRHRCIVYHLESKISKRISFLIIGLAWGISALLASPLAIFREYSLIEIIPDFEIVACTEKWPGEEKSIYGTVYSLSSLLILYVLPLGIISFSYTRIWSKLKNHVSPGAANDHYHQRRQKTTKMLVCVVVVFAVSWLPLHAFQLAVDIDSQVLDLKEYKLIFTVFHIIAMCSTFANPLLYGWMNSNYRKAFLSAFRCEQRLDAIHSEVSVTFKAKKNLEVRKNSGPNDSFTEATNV
# E-sel TNF inh = TNF alpha driven E-selectin expression inhibition; HUVEC TNFa-induced E-selectin immunofluorescence, high content; inhibition, % at 2 µM; 120,000 compounds, 0.71% hits;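 active = inhibition above the batch mean plus 3 SD, and confirmed as a hit on visual image review, cut at about 43% in these data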;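 note: 0% = TNF-stimulated DMSO wells and 100% = unstimulated control wells; not every result past the cut was called active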
# PTEN del growth = growth suppressors of cells with PTEN tumor suppressor deletion; HCT116 PTEN-null viability, CellTiter-Glo, 60 h; hits give low values; viability, % at 10 µM; 140,000 compounds, 1.2% hits;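 active = viability at or below a set limit, 4 SD under the median of all tested compounds, cut at about 3.7% in these data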;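 note: PTEN knockout HCT116 line with beta catenin targeted HCT116 as companion control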
# Yeast lifespan up = extends the lifespan of yeast; S. cerevisiae growth with nicotinamide, OD615; deaD strain in restrictive glucose medium; inhibition of the nicotinamide effect, % at 10 µM; 130,000 compounds, 0.68% hits; AID 775;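 active = inhibition above a set limit, placed 3 SD over the median of all compounds, cut at about 26% in these data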;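 note: 0% = nicotinamide-treated wells and 100% = cells grown without nicotinamide; some compounds called inactive have numbers as strong as hits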
#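 Measured by: optical density (absorbance) at 615 nm; System: modified budding yeast, DeaD strain; Medium: restrictive CSMM-D dextrose medium; Timing: 4 h preincubation then 48 h treatment at 30 °C.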
# An asterisk follows results filed as active; nt = not tested or not shown.
# Results follow in this order: Measles CPE, BB579 growth dn, MRP-1 activ, HCT116 bCat-KO, GALR2 blocker, Phagocytosis inh, NPY Y2 blocker, E-sel TNF inh, PTEN del growth, Yeast lifespan up
> COc1ccc(-c2nc(CS(=O)CC(=O)NC3CCCc4ccccc43)c(C)o2)cc1OC (stereo not given)
  20, -46, -0.5, 95, -5, -1, 4, nt, 84, -9
> Cn1cnnc1SCc1ccc(C(=O)N=Nc2c(O)n(Cc3ccc(Cl)cc3)c3ccccc23)cc1
  17, -15, -6.0, 3.8*, 5, -7, -2, -37, 4, 1
> C=C(C)Cn1c(SCC(=O)NCc2ccco2)nc2sc3c(c2c1=O)CCC3
  4, -4, -5.6, 88, -2, -1, 3, -34, 97, -15
> COc1ccc(C(=O)c2cc([N+](=O)[O-])ccc2N2CCOCC2)cc1
  4, -18, -4.5, 11, 34*, 7, 13, 4, 14, -8
> N#C/C(=C/c1ccc(N2CCCCCC2)o1)c1cccc(F)c1
  5, -4, -5.4, 47, 11, -1, 0, -31, 69, -5
> CCOC(=O)c1c(NC(=O)C(C)Sc2cn(C)c3ccccc23)sc2c1CCC2 (stereo not given)
  11, 4, -1.4, 88, 5, nt, 8, -33, 90, -5
> C=CCOC(=O)COc1ccc2c(C)c(CC)c(=O)oc2c1
  4, -53, 0.0, 86, 2, nt, 4, -19, 95, -13
> CC(C)(C)c1ccc(C(=O)NCc2nnc(SCC(=O)N3CCCc4ccccc43)n2-c2ccccc2)cc1
  19, -15, -0.4, 83, 1, -17, 2, nt, 85, -2
> Cc1cccc2cc(CN(C(=S)NCC(C)C)C3CCCC3)c(=O)[nH]c12
  14, 5, -3.4, 78, -13, nt, 2, nt, 83, 3
> COc1ccc(N2C(=O)C3CCCN3C2c2ccc(Cl)cc2)cc1 (stereo not given)
  9, -30, -2.9, 91, 6, nt, 7, -2, 89, -4
> Cc1cccc(Cn2ccc(-c3ccc(Cl)cc3)c(C#N)c2=O)c1
  4, -40, -3.5, 106, -6, 0, -1, 35, 93, -20
> CCC1=NN(C(=O)Cc2ccc([N+](=O)[O-])cc2)C(O)(c2ccc(Br)cc2)C1 (stereo not given)
  13, -12, -0.5, 88, 12, -1, 4, nt, 76, 4
> COCCn1nnnc1C(c1cc2cc(C)ccc2[nH]c1=O)N1CCCCCC1 (stereo not given)
  5, -35, -0.3, 95, -4, -2, 2, -24, 106, 4
> Cc1ccnc(NC(=O)c2ccoc2C)c1
  10, -30, -1.5, 74, -6, -3, 5, 9, 66, -5
> NC(=O)C1(N2CCCCC2)CCN(C(=O)NC23CC4CC(CC(C4)C2)C3)CC1
  6, -20, -0.6, 99, -17, nt, -1, nt, 104, -15
> Nc1nnn(CC(=O)N/N=C/c2cccc3ccccc23)n1
  24, -22, -0.1, 100, 5, -1, 3, nt, 98, -2
> CC(C)c1onc(C(=O)NCc2ccc(Cl)cc2)c1[N+](=O)[O-]
  12, -35, -4.6, 103, 2, -13, 0, nt, 98, -2
> CSCCC(NC(=O)c1ccccc1)C(=O)NC1CC1 (stereo not given)
  17, -22, -0.8, 92, 8, nt, 0, 3, 111, nt
> COC(=O)c1ccccc1NC(=O)C1CCCO1 (stereo not given)
  12, -51, -1.7, 97, 11, -2, 2, -6, 97, -6
> COc1cccc(C(=O)NCC(=O)N2CCC(C)CC2)c1
  9, -64, 0.0, 99, -5, -1, 1, 3, 104, -7
> COC(=O)c1cc2occc2n1Cc1nc(-c2ccccc2Cl)oc1C
  6, -40, -0.6, 82, 6, nt, 20*, -23, 85, 6
> Cc1c(Nc2nc3ccccc3nc2NS(=O)(=O)c2ccccc2)c(=O)n(-c2ccccc2)n1C
  4, -40, -1.6, 90, -1, 1, 1, 20, 95, -22
> CCOc1cc(/C=C2/C(=N)N3C=CSC3=NC2=O)ccc1OCCCOc1ccccc1C
  20, -27, -2.8, 91, -2, nt, 9, 13, 93, 2
> N#CCSc1nc2c(c(=O)n1Cc1ccccc1)C1(CCCC1)Cc1ccccc1-2
  2, -27, -2.7, 85, 6, -2, 3, 9, 77, -2
> CCNC(=S)NNC(=O)CCn1cc(C)cn1
  5, -33, -0.2, 90, -1, 1, 2, nt, 99, 5
> Cc1ccc(Cl)cc1N1CCN(Cc2cc3c(cc2O)CCC3)CC1
  7, -45, -1.6, 64, -1, 0, 4, -22, 62, -19
> C/C(=N\O)c1ccc2c3c([nH]c2c1)CCCC3
  5, -44, -2.5, 78, 1, 0, 1, -6, 73, -31
> COc1ccc(-c2cc(C(=O)OC3CCOC3=O)c3ccccc3n2)cc1 (stereo not given)
  11, -10, -2.4, 91, -9, -1, 1, 24, 101, -26
> COc1ccc(CCNC(=O)CSc2nnc(CNC(=O)c3ccco3)o2)cc1OC
  13, 9, 0.5, 97, -6, 1, -4, 4, 89, -14
> CCOC(=O)c1oc2c(C)c(O)ccc2c(=O)c1-c1nncn1-c1ccccc1
  12, -7, -2.1, 102, -9, -2, 0, -11, 104, -19

# Exported with tabs: 4 of the compounds above.
SMILES	Measles CPE	BB579 growth dn	MRP-1 activ	HCT116 bCat-KO	GALR2 blocker	Phagocytosis inh	NPY Y2 blocker	E-sel TNF inh	PTEN del growth	Yeast lifespan up
Cc1cccc2cc(CN(C(=S)NCC(C)C)C3CCCC3)c(=O)[nH]c12	14	5	-3.4	78	-13	nt	2	nt	83	3
COc1ccc(N2C(=O)C3CCCN3C2c2ccc(Cl)cc2)cc1 (stereo not given)	9	-30	-2.9	91	6	nt	7	-2	89	-4
Cc1cccc(Cn2ccc(-c3ccc(Cl)cc3)c(C#N)c2=O)c1	4	-40	-3.5	106	-6	0	-1	35	93	-20
CCC1=NN(C(=O)Cc2ccc([N+](=O)[O-])cc2)C(O)(c2ccc(Br)cc2)C1 (stereo not given)	13	-12	-0.5	88	12	-1	4	nt	76	4

# Back to the main list; the three compounds before the break are reprinted first.
# Results follow in this order: Measles CPE, BB579 growth dn, MRP-1 activ, HCT116 bCat-KO, GALR2 blocker, Phagocytosis inh, NPY Y2 blocker, E-sel TNF inh, PTEN del growth, Yeast lifespan up
> COc1ccc(-c2cc(C(=O)OC3CCOC3=O)c3ccccc3n2)cc1 (stereo not given)
  11, -10, -2.4, 91, -9, -1, 1, 24, 101, -26
> COc1ccc(CCNC(=O)CSc2nnc(CNC(=O)c3ccco3)o2)cc1OC
  13, 9, 0.5, 97, -6, 1, -4, 4, 89, -14
> CCOC(=O)c1oc2c(C)c(O)ccc2c(=O)c1-c1nncn1-c1ccccc1
  12, -7, -2.1, 102, -9, -2, 0, -11, 104, -19
> CCC/C(=N\NC(=O)c1ccccc1C)c1ccccc1
  15, -4, 0.1, 88, 9, -1, 6, nt, 87, -2
> CCOc1ccccc1OCCC(=O)Nc1ccc(F)c(Cl)c1
  1, -5, -1.7, 93, 12, -6, 5, -3, 100, 1
> N#CC1=C(SCc2ccccc2)NC(=O)CC1c1ccccc1 (stereo not given)
  9, 14, -4.6, 86, 9, nt, 1, -5, 76, nt
> O=C(N/N=C/c1ccc([N+](=O)[O-])s1)C(O)c1ccccc1 (stereo not given)
  9, 11, -4.0, 0.8*, -8, 3, 2, nt, 1.0*, 3
> Cn1cc(C(=O)N/N=C/C2=C(N3CCOCC3)C(=C\c3ccccc3)/CC2)ccc1=O
  6, -32, -3.4, 65, -4, -3, 0, nt, 61, 3
> O=C(Nc1ccc(Cl)c(Cl)c1)OCc1cncs1
  6, -69, -1.2, 99, -8, 0, -2, 14, 102, -11
> COCCCNC(=O)c1nc2c(nnn2Cc2cc(C)ccc2C)c(=O)[nH]1
  3, -20, 0.3, 98, 3, nt, 5, -5, 101, nt
> COC(=O)c1ccccc1NC(=O)CN1CCN(C23CC4CC(CC(C4)C2)C3)CC1
  nt, -28, -3.0, 71, 5, -1, 64*, -38, 71, -4
> O=C(CNCCC1=CCCCC1)Nc1ccc(N2CCCCCC2)cc1
  13, -26, -5.5, 36, -12, -2, 1, -19, 24, -5
> CC(Nc1nc(N2CCCCC2)nc2ccccc12)c1ccccc1 (stereo not given)
  8, -45, -2.8, 4.2*, 10, 0, 45*, -9, 4, -3
> CN1C(=O)C(O)(CC(=O)c2ccc3c(c2)OCO3)c2ccccc21 (stereo not given)
  6, -48, -0.4, 106, 8, 3, 1, -23, 110, -8
> CCCCOc1ccccc1C1NC(=O)NC(C)=C1C(=O)OCc1ccco1 (stereo not given)
  17, -13, -5.2, 89, -11, 1, -1, -12, 87, 7
> CC(C)c1nc(N2CCOCC2)c(C#N)c2c1CCCC2
  16, -20, -0.6, 95, -6, 2, 4, 3, 83, -4
> CCc1cc(C(c2ccccc2OC)N2CCOCC2)c(NC(=O)c2ccccc2)s1 (stereo not given)
  8, -31, -5.6, 67, -2, -4, 1, -11, 78, -6
> CCOC(=O)c1ccc(NC(=O)CC2NCCNC2=O)cc1 (stereo not given)
  8, -56, 0.2, 94, 14, -5, 4, -2, 109, -6
> CC/C(=N\NC(=O)c1ccoc1C)c1ccc(C)o1
  10, -34, 2.3, 90, -2, -2, 0, nt, 101, 1
> COc1cc2c(cc1OC)C(c1ccccc1)N(C(=O)c1ccco1)CC2 (stereo not given)
  19, 6, -3.8, 73, nt, 0, nt, nt, 69, -4
> O=C(NC(=S)N(Cc1ccccc1)Cc1ccccc1)c1ccccc1F
  19, -32, -2.7, 40, 0, -4, 1, -22, 54, 52
> CC(C)(NO)/C(=N/O)c1ccc(Br)cc1
  17, 39, -1.1, 84, 6, 0, 5, 16, 96, -1
> O=C(NCCCN1CCOCC1)c1cc2ccccc2oc1=O
  5, -11, -1.3, 92, 2, 0, 1, nt, 89, -8
> CCCNS(=O)(=O)c1ccc(CCC(=O)N2CCN(c3ccc(F)cc3)CC2)cc1
  5, -42, -2.6, 78, -1, -4, 3, 6, 73, 0
> COc1ccc(NC(=O)c2ccccc2SC)cc1OC
  10, -38, -1.3, 96, -7, nt, 3, 11, 93, -4
> CCOC(=O)N1CCN(C(=O)C2CCN(Cc3ccc(OC)cc3OC)CC2)CC1
  9, -1, -1.2, 89, -3, -3, 2, 31, 98, -2
> CCCn1c2ccc(/C(C)=N\O)cc2c2cc(/C(C)=N/O)ccc21
  18, -11, -6.0, 80, 11, -4, -1, 8, 72, -8
> O=C(NC1CCCCCC1)C1C2C=CC3(CN(Cc4cccnc4)C(=O)C13)O2 (stereo not given)
  1, -14, -1.1, 94, 7, 0, 3, nt, 107, -7
> CCOC(=O)C1CCN(C(=O)c2sc3nc(-c4ccccc4)cn3c2C)CC1
  4, -20, -2.0, 84, -1, -1, 1, nt, 86, -19
> COc1cccc(/C=N/n2c(C)nc3ccccc3c2=O)c1O
  2, -19, -1.1, 91, 0, 0, 0, 45, 95, -14

# From PubChem

# Outcome played no part in choosing rows; about 6.3% have a hit in one of these screens.
